# Hsp70 activator – transcriptional activators of Hsp70. HeLa Hsp70 promoter luciferase reporter, luminescence; scaled: vehicle 0, proteasome-inhibitor control 100%. activation, % at 10 µM. actives 0.04% (n = 200,000);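 active means activation above the mean across all tested compounds plus 3 SD, cutoff set per campaign, cut at about 5.5% in these data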;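 further: 100% = MG132 at 30 µM as the positive control and 0% = DMSO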
# Efa HMGR inh – inhibitors of class II HMG-CoA reductase from Enterococcus faecalis; purified E. faecalis HMGR, NADPH absorbance 340 nm kinetic; inhibition, % at 10 µM; actives 0.41% (n = 190,000);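 active means inhibition above a set limit, the median over all tested compounds plus 3 SD, cut at about 9.5% in these data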;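 further: enzyme runs in reverse so mevalonate oxidation gives rising NADPH absorbance; 0% = complete reaction with DMSO and 100% = background rate lacking mevalonate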
# APP transl inh – APP translation inhibition | SH-SY5Y APP 5'UTR-luciferase reporter, luminescence | inhibition, % at 2 µM | actives 0.82% (n = 190,000);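 active means inhibition above a set limit, derived from the sample mean plus 3 SD, cut at about 45% in these data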; further: values of inactives mirror those of a sister screen read the other way
# FLuc stim CS – firefly luciferase counter-screen for stimulation assays; 200,000 tested, under 10 active; activation factor at 10 µM; AID 1027; P08659; ATPlite luciferase biochemical, luminescence, 10 min; 0 = ATP-free wells, 1 = DMSO control;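 active means luciferase activation factor, scaled between plate controls, of at least 2 with compound at 10 µM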
# Target sequence (P08659 whole entry, looked up): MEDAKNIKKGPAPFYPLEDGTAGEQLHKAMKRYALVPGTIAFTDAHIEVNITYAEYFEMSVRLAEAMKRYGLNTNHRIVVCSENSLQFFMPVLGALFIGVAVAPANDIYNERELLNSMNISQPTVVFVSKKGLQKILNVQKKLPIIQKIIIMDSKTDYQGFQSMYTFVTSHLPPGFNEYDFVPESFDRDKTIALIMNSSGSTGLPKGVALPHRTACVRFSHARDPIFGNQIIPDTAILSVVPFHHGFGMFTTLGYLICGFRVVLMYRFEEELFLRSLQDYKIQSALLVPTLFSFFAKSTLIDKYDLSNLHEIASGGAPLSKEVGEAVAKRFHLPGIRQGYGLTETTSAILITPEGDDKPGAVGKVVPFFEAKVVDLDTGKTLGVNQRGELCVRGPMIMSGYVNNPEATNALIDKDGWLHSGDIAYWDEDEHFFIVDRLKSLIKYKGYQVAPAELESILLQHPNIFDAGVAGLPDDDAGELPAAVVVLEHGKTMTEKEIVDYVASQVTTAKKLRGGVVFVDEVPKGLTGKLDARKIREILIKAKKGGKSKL
#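 Assay system: Luciferase/luciferin detection reagent, cell-free biochemical luciferase assay / Read-out: luciferase activation / Benchmarks: No-ATP low control, compound-free enzyme-plus-ATP high control / Medium: PBS buffer for ATP / Detection: luminescence measurement of luciferase light output / Schedule: 10 min at ambient temperature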
# NF-kB expr up – compounds increasing NF-kB expression in human neuronal cells; AID 1239; actives 1.6% (n = 190,000); NF-kB reporter expression; hits give high values; fold change at 12.5 µM; in the data active means fold change above about 3.3
# STAT1 act – STAT1 signaling activation; NIH 3T3 STAT1-luciferase reporter, IFN-gamma, luminescence; 100% = IFN-gamma alone, no compound; activation (% of control), % at 5.5 µM; actives 2.6% (n = 200,000);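 active means activation above the screen-wide mean activation plus 3 SD, cut at about 130% in these data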;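 further: raw ratio to IFN-gamma control signal so 100% means no change and 0% no light; values of inactives mirror those of a sister screen read the other way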
# APP 5'UTR act – activates APP 5'UTR luciferase reporter. SH-SY5Y APP 5'UTR luciferase reporter, luminescence; zero percent = DMSO vehicle wells. activation, % at 2 µM. actives 1% (n = 190,000). AID 1276;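 active means activation above a set limit, based on mean plus 3 SD of controls, cut at about 140% in these data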; further: values of inactives mirror those of a sister screen read the other way
# FLuc inh counter – inhibits firefly luciferase, flagging false hits in luciferase inhibition screens. ATPLite firefly luciferase biochemical luminescence, 10 min. P08659. inhibition, % at 10 µM. actives 1.5% (n = 200,000). AID 1006;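 active means inhibition above about 50% when tested at 10 µM, limit read from the data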
# G6PDH CS – L. mesenteroides G6PDH inhibition counter-screen | actives 0.12% (n = 200,000) | inhibition, % at 5 µM | Purified L. mesenteroides G6PDH, diaphorase/resazurin coupled fluorescence, 45 min; in the data active means inhibition above about 50%
# Redox H2O2 prof – compounds producing H2O2 with reducing agent – biochemical, NIH compound library profiling, artefact control for MLSCN library redox annotation, primary screen | DTT-dependent redox cycling H2O2, phenol red/HRP absorbance; 100% = 100 µM peroxide control, 0% = buffer | activation, % at 10 µM | actives 0.03% (n = 200,000) | AID 878;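 active means activation of at least 50% relative to the plate's high and low controls in the primary single-dose screen; inactive means activation below 50%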;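 further: compound incubated with DTT at 0.8 mM final as the reducing agent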
# * hit, by the source's call; / = not tested or not shown. Compounds as they come; any-hit rate near 5.3%.
SMILES,Hsp70 activator,Efa HMGR inh,APP transl inh,FLuc stim CS,NF-kB expr up,STAT1 act,APP 5'UTR act,FLuc inh counter,G6PDH CS,Redox H2O2 prof
CC1(C(O)(C#CC[N+]2(C)CCCCC2)c2ccccc2)CCCC1 (centres undefined),0.1,-0.2,3.1,1.1,1.26,112.4,-3.1,-5.5,11.7,-1.1
Cc1ccc(N2NC(=O)/C(=C\c3cc4c(cc3[N+](=O)[O-])OCO4)C2=O)cc1C,-0.3,-1.6,-9.2,1,0.87,97.0,9.2,-1.5,-1.2,2.1
CCOc1cc(C(=O)Nc2ccncc2)cc(OCC)c1OCC,-0.2,-2.4,14.8,1,1.9,92.3,-14.8,-0.5,10.7,0.0
COc1ccc(C(=O)N(CCCO)C(C)C(=O)NC2CCCCC2)cc1OC (centres undefined),-0.1,-0.7,-1.6,1,0.97,101.8,1.6,-4.1,4.3,2.0
CC(=O)Nc1ccc(/C=N/OCC(=O)Nc2ccc(C)cc2)cc1,-0.1,2.1,-20.9,1,1.98,123.8,20.9,-2.8,3.9,/
COc1ccc(OCc2nn3c(-c4ccco4)nnc3s2)cc1,-0.3,-0.5,-13.2,1,1.28,96.7,13.2,-3.1,16.5,-3.6
COc1ccc(CCNC(=O)CSc2nc(-c3ccco3)cc(C(F)(F)F)n2)cc1OC,-0.1,-2.2,2.4,1.1,0.88,97.1,-2.4,-5.5,1.0,-0.9
COc1ccc(C(=S)N2CCC(C(N)=O)CC2)cc1Br,-0.2,-1.7,-1.9,1.1,1.15,99.8,1.9,-6.2,1.1,-1.7
CC(C)C(c1nnnn1Cc1ccc2c(c1)OCO2)N1CCN(c2ccccc2)CC1 (centres undefined),-0.1,-3.9,5.0,1.1,1.26,95.0,-5.0,-9.6,2.5,3.0
O=c1nc2n(Cc3ccccc3)c3ccccc3cc-2c(=O)[nH]1,-0.1,-2.4,4.6,1.1,1.08,107.1,-4.6,-5.4,3.2,-0.3
Cc1cccc(N2CCN(C(c3ccccc3)c3nnnn3CC3CCCO3)CC2)c1C (centres undefined),-0.2,-1.9,18.2,1.1,0.67,94.5,-18.2,-9.9,1.8,-0.7
O=C(O)CCCCCNS(=O)(=O)c1cccc2nsnc12,-0.1,-10.3,-7.6,1.1,1.12,104.1,7.6,-10.0,0.2,0.2
COc1ccc(OC(C)C(=O)Nc2cccc(OC)c2)cc1 (centres undefined),-0.5,-1.9,-14.5,1,1.17,98.8,14.5,3.5,25.9,0.6
O=C(Cn1nc(-c2ccccc2)ccc1=O)Nc1ccc(N2CCN(C(=O)c3ccccc3)CC2)cc1,-0.2,-2.8,20.5,1.1,0.74,101.2,-20.5,-8.5,6.6,1.1
COc1ccc(NCc2nnc(SCCN3CCCCC3)n2-c2ccc(C)cc2)cc1,-0.2,17.4*,-28.0,1,0.93,107.6,28.0,-2.5,7.6,0.6
CC(C)CCn1c(=O)c2ccccc2n2c(CN(C)Cc3ccccc3)nnc12,-0.4,-4.6,-8.0,1,0.4,93.0,8.0,-1.1,-6.9,1.7
CCCCNc1c(N2CCN(C(=O)OCC)CC2)c(=O)c1=O,-0.2,-8.8,-16.7,1,1.03,96.5,16.7,-2.5,2.5,-1.2
CN(C(=O)Nc1ccc(Cl)cc1Cl)C1CCCC1,0.0,-1.3,-42.2,0.8,2.04,134.6*,42.2,16.5,3.4,-0.2
COC(=O)CNC(c1ccccc1)c1cc(C)ccc1NS(=O)(=O)c1ccc(C)cc1 (centres undefined),-0.3,-0.9,2.9,1,0.82,90.0,-2.9,-1.9,1.4,-0.3
CCCSc1nnc(Cc2cc(=O)[nH]c(=O)[nH]2)n1-c1cc(C)ccc1C,-0.3,4.4,-9.8,1.1,0.97,101.1,9.8,-8.5,8.5,0.2

# Part of the list above in order of SMILES length, low to high:
SMILES,Hsp70 activator,Efa HMGR inh,APP transl inh,FLuc stim CS,NF-kB expr up,STAT1 act,APP 5'UTR act,FLuc inh counter,G6PDH CS,Redox H2O2 prof
Cc1cccc(N2CCN(C(c3ccccc3)c3nnnn3CC3CCCO3)CC2)c1C (centres undefined),-0.2,-1.9,18.2,1.1,0.67,94.5,-18.2,-9.9,1.8,-0.7
CCCSc1nnc(Cc2cc(=O)[nH]c(=O)[nH]2)n1-c1cc(C)ccc1C,-0.3,4.4,-9.8,1.1,0.97,101.1,9.8,-8.5,8.5,0.2
COC(=O)CNC(c1ccccc1)c1cc(C)ccc1NS(=O)(=O)c1ccc(C)cc1 (centres undefined),-0.3,-0.9,2.9,1,0.82,90.0,-2.9,-1.9,1.4,-0.3

# Next section.
SMILES,Hsp70 activator,Efa HMGR inh,APP transl inh,FLuc stim CS,NF-kB expr up,STAT1 act,APP 5'UTR act,FLuc inh counter,G6PDH CS,Redox H2O2 prof
CCS(=O)(=O)N1Cc2ccccc2CC1C(=O)Nc1nc2ccc(C)cc2s1 (centres undefined),-0.1,5.0,-15.3,1,0.94,120.1,15.3,-0.3,4.4,0.5
NC(=O)c1ccc(NC(=O)COC(=O)CCCN2C(=O)c3cccc4cccc(c34)C2=O)cc1,-0.1,0.2,1.1,0.9,1.05,107.1,-1.1,8.4,-3.7,-0.1
CN1CCN(S(=O)(=O)c2ccc(NC(=O)C3CCCCC3)cc2)CC1,-0.2,-0.4,5.1,1.1,1.17,104.5,-5.1,-8.1,2.6,4.7
CC1CCCCN1c1nnc(N)s1 (centres undefined),-0.3,4.3,-12.1,1,0.87,104.7,12.1,1.3,2.4,-0.4
COCCn1c(SCc2nc3ccccc3c(=O)[nH]2)nnc1-c1ccncc1,0.3,-2.9,2.8,1,0.81,104.7,-2.8,-2.8,-18.8,1.5
CCOc1ccccc1OCCCC(=O)Nc1ccc(OC)nc1,-0.4,-1.9,-20.9,1,1.06,102.0,20.9,-4.1,24.2,0.1
COc1c(F)c(F)c(C(=O)Nc2ccc(N3CCN(C(C)=O)CC3)c(Cl)c2)c(F)c1F,-0.4,-8.9,-5.6,1,0.52,92.6,5.6,-1.6,3.1,0.3
COC(=O)c1ccc(-n2nnnc2SCC(=O)N2CCCCC2)cc1,0.2,-2.2,0.2,1.1,0.98,98.9,-0.2,-7.9,2.7,-0.5
O=C1C=C(Nc2ccccc2)C(=O)c2ccccc21,0.1,-1.5,-140.4,0.6,8.16*,132.4*,140.4*,43.7,24.6,-0.1
COc1ccc(-c2c(C)nn3c(-c4ccccc4)cc(C)nc23)cc1,-0.2,-4.8,-1.7,1,1.38,93.4,1.7,-1.3,6.3,-2.4
Fc1ccc(-c2n[nH]c(=S)n2CC2CCCO2)cc1 (centres undefined),-0.1,-5.9,/,1,0.96,100.4,/,-2.4,2.1,1.1
Cn1c(SCC(=O)NCc2ccc(F)cc2)nc2ccccc21,-0.3,-7.0,-4.5,1,1.16,96.1,4.5,-1.9,-0.2,2.0
Nc1ccc(Oc2ccc3nc(-c4ccccc4)c(-c4ccc([N+](=O)[O-])cc4)nc3c2)cc1,0.1,1.8,10.1,1.1,1.43,98.9,-10.1,-5.2,3.9,-5.1
COc1ccc(-c2nnc(SCc3nnc(-c4cccs4)o3)n2CC2CCCO2)cc1 (centres undefined),0.0,-4.8,3.4,1,1.08,93.2,-3.4,1.2,-4.5,-0.3
O=CN1CCN(C2CC(=O)N(c3ccc(Br)cc3)C2=O)CC1 (centres undefined),-0.3,-3.4,-19.6,1,1.15,103.1,19.6,-3.6,5.5,-0.3
O=c1c2c(nc3c(-c4ccc(Cl)cc4)c[nH]n13)CCCC2,-0.2,-7.7,10.9,1,0.98,102.0,-10.9,-4.7,4.2,-3.9
CCn1c(SCc2nc3ccccc3[nH]2)nnc1-c1cccnc1,-0.1,0.4,1.1,1.1,1.4,89.7,-1.1,-5.7,4.8,0.2
CCc1cccc(Nc2cnn(C34C[C@@H]5C[C@@H](CC(CC(=O)O)(C5)C3)C4)c(=O)c2Cl)c1,0.0,-4.4,-3.2,1.1,1.16,137.8*,3.2,-6.7,6.6,-0.5
Cc1ccc(-c2nnn(CC(=O)Nc3ccccc3-c3ccccc3)n2)c(-n2cnnn2)c1,-0.2,-3.0,0.9,1,1.12,85.1,-0.9,-3.9,4.0,2.0
COc1ccc(C(=O)NCCNC(C)=O)cc1S(=O)(=O)NCc1ccc(Cl)cc1,0.0,-7.7,-11.6,1,1.04,101.1,11.6,-1.0,-0.9,-0.2
O=C(c1nn(Cc2ccccc2)c(=O)c2ccccc12)N1CCN(C/C=C/c2ccccc2)CC1,-0.1,-0.2,-5.4,1,0.57,92.3,5.4,-4.8,3.5,0.4
O=C(Nc1sc2c(c1C(=O)NCc1ccco1)CCCC2)c1ccc2c(c1)OCO2,0.8,0.0,-53.9,1,1.59,124.4,53.9,-3.7,-60.1,0.3
O=C1C(Oc2ccccc2)C(c2ccc3c(c2)OCO3)N1CCc1ccc(F)cc1 (centres undefined),-0.3,-2.5,20.7,1,1.24,96.0,-20.7,-1.4,10.3,-0.4
CC(C)(C)CC(C)(C)NCC(O)COc1ccc2c(c1)CCC2 (centres undefined),-0.4,/,-0.1,/,/,102.6,0.1,/,/,-5.3
COCCNC(=S)N1CCC(c2nc(-c3ccc(N(C)C)cc3)no2)CC1,-0.1,-3.3,-22.9,1,1.1,104.1,22.9,1.7,12.3,0.2
CC1(CCc2ccccc2)NC(=O)N(CC(=O)Nc2ccc(S(N)(=O)=O)cc2)C1=O (centres undefined),-0.3,0.9,-7.5,1,1.07,106.5,7.5,-0.6,4.7,-0.1
Cc1ccc2c3c(cccc13)-c1ccccc1C2=O,0.3,1.1,-0.3,1,1.66,123.0,0.3,0.7,-17.3,-0.1
COc1cccc(CN2CCSCC2)c1,-0.4,-4.0,12.5,1.1,1.11,100.3,-12.5,-6.1,1.0,0.3
CS(=O)(=O)N(Cc1nc2sc3c(c2c(=O)[nH]1)CCCC3)C1CCCCC1,-0.1,/,-2.1,/,/,94.4,2.1,/,/,0.3
Cc1cc(NC(=O)c2cc(-c3ccc(C)c(C)c3)nc3ccccc23)no1,0.1,-4.0,-5.6,0.7,1.03,98.5,5.6,26.9,2.4,-0.8
CC(=O)C1=C(C)NC(=S)NC1c1cccc([N+](=O)[O-])c1 (centres undefined),-0.1,-4.1,1.5,1.1,1.19,103.7,-1.5,-5.9,-0.4,0.6
COCCCNC(=O)c1ccc2c(=O)n(CC3CCCO3)c(=S)[nH]c2c1 (centres undefined),-0.2,-4.5,8.7,1.1,0.85,102.2,-8.7,-12.8,7.4,0.7
CC1CCCN(S(=O)(=O)c2ccc(NC(=O)c3cccc(-n4cnnn4)c3)cc2)C1 (centres undefined),0.1,-1.1,-16.1,1.1,0.56,96.5,16.1,-5.0,-0.1,1.4
Cc1ccc(-n2c(SCC(=O)NC3CCS(=O)(=O)C3)nc3ccccc3c2=O)cc1 (centres undefined),-0.1,0.5,2.1,1.1,0.96,94.2,-2.1,-7.9,6.5,-1.9
c1ccn(-c2ncnc3sc4c(c23)CCCC4)c1,-0.1,1.1,1.2,1,1.07,96.5,-1.2,-4.2,-1.4,1.7
COc1cccc(/C=N/NC(N)=S)c1OS(=O)(=O)c1ccccc1,-0.3,-1.2,-16.9,1,0.83,95.2,16.9,-3.4,-0.2,0.7
CCCC(=O)Nc1ccc(C(=O)NNC(=O)c2ccccc2Br)cc1,-0.3,-1.6,-7.8,1,1.06,105.0,7.8,-1.7,2.5,-4.1
COC(=O)c1ccc(/C=C/C(=O)c2ccc(OC)c(OC)c2)cc1,0.7,0.8,-8.0,1,0.86,102.9,8.0,-2.1,1.5,2.1
